Tb PGK inh: qHTS Assay to Find Inhibitors of Phosphoglycerate Kinase | Phosphoglycerate kinase, glycosomal (Trypanosoma brucei brucei), P07378 | PGK/GAPDH coupled, Kinase-Glo luminescence, 60 min | Potency, µM (top dose mostly 57.5 µM), for the others: at the highest dose activity change, negative = inhibition, actives largely listed as inhibitors | hit rate 0.043% among 380,000 | AID 602233, 2012; note: potency is the fitted concentration of half-maximal effect; % is set by controls: 0 for no effect and ±100 for the full control effect; nearly all actives have a fitted effect of over 60% in size
Target sequence (P07378 whole entry, looked up): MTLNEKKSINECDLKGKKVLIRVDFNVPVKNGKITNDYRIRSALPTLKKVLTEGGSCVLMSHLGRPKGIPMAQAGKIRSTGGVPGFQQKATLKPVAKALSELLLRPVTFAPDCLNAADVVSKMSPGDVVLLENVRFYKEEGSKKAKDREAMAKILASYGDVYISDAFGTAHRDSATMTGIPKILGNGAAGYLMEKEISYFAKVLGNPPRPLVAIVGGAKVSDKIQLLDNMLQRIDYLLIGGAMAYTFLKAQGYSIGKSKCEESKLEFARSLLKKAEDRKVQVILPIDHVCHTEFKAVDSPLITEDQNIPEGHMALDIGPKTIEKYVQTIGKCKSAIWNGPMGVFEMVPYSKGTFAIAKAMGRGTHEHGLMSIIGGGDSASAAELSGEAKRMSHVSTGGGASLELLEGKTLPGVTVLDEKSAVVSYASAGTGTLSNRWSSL
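Luminescent ATP detection (Kinase-Glo Plus) follows a 60-minute room-temperature incubation, with wells lacking PGK as controls. Buffer: 100 mM TEA (pH 7.6), 5 mM MgCl2, 0.01% Tween-20. Coupling enzyme GAPDH (100 nM final) supplies unstable 1,3-BPG in-well.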
Pol beta inh: qHTS Assay for Inhibitors of DNA Polymerase Beta; Potency, µM (titrated, usually from 114 µM), for the others: at the highest dose activity change, negative = inhibition, usual class: inhibitors; AID 485314, 2010; hit rate 1.3% among 340,000; Pol beta primer extension/strand displacement, fluorescence kinetic; note: potency is the fitted concentration of half-maximal effect; % is set by controls: 0 for no effect and ±100 for the full control effect
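Reaction started by 50 nM substrate onto compound-treated Pol beta (10 nM, 15 min preincubation, room temperature); plates read at 0 min and 10 min. Normalized concentration-effect data fitted by four-parameter Hill equation.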
Apoferritin bind: qHTS Assay for Identification of Novel General Anesthetics. Ferritin light chain (Equus caballus), P02791. apoferritin/1-aminoanthracene competitive binding, fluorescence. Potency, µM (top dose mostly 77.5 µM), for inactives: at the highest dose activity change, negative = displacement, usual class: inhibitors. hit rate 0.074% among 350,000. AID 485281, 2010; note: potency is the fitted concentration of half-maximal effect; % is set by controls: 0 for no effect and ±100 for the full control effect; nearly all actives have a fitted effect of over 20% in size
Target sequence (P02791 2-175 limits assumed): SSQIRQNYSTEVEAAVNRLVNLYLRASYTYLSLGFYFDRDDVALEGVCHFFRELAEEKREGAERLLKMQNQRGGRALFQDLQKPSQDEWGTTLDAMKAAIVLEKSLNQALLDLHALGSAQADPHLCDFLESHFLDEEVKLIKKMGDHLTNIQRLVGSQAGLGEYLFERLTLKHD
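In PBS, apoferritin at 10 uM is loaded with 1-AMA from a 50% saturated solution. After 10 min of compound exposure at ambient temperature, reduced 535 nm fluorescence indicates probe displacement.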
APE1 inh: qHTS Assay for Inhibitors of the Human Apurinic/apyrimidinic Endonuclease 1 (APE1); DNA repair nuclease/redox regulator APEX1 (Homo sapiens), P27695; recombinant APE1, TAMRA/BHQ-2 abasic DNA cleavage fluorescence; Potency, µM (series often up to 65.8 µM), for the others: top-dose activity change, negative = inhibition, hits mostly inhibitors; hit rate 0.35% among 350,000;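 note: potency is the fitted concentration of half-maximal effect; plate controls were vehicle for no effect and reference inhibitor for full effect; nearly all actives have a fitted effect of over 55% in size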
Target sequence (P27695 whole entry, looked up): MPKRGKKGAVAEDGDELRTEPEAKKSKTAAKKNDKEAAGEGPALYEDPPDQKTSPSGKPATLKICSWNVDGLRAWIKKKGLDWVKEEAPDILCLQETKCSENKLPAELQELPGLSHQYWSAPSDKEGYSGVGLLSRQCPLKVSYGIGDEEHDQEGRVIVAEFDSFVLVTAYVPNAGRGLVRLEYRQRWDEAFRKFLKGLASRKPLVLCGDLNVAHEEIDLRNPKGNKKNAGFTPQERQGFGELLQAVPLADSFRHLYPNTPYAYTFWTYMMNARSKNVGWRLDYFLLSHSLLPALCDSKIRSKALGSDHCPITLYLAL
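Step 1: APE1 (0.75 nM) with compound, 15 min RT. Step 2: add 50 nM fluorophore/quencher THF duplex. Step 3: three fluorescence reads 60 s apart (525/598 nm); read 3 minus read 1 = reaction progress.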
Pol iota inh: qHTS for Inhibitors of Polymerase Iota; DNA polymerase iota (Homo sapiens), Q9UNA4; Pol iota fluorescent replication assay, 10 min; Potency, µM (titrated, usually from 115 µM), for inactives: top-dose activity, negative = inhibition, most hits filed as inhibitors; hit rate 1% among 390,000; note: potency is the fitted concentration of half-maximal effect
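Fluorescent replication assay read twice, at 0 min and 10 min after adding 50 nM (final) substrate. Enzyme (10 nM) and compounds were first incubated 15 min at room temperature; enzyme-free buffer wells were negative controls.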
BLM inh: qHTS Assay for Inhibitors of Bloom's syndrome helicase (BLM); RecQ-like DNA helicase BLM (Homo sapiens), P54132; recombinant BLM DNA unwinding, fluorescence dequenching; Potency, µM (doses to about 56.1 µM), for inactives: top-dose activity change, negative = inhibition, usual class: inhibitors; hit rate 0.2% among 350,000; AID 2528, 2010;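 note: potency is the fitted concentration of half-maximal effect; plate controls were vehicle for no effect and no enzyme for full effect; nearly all actives have a fitted effect of over 35% in size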
POLH inh: qHTS for Inhibitors of Polymerase Eta; hit rate 1.2% among 390,000; DNA polymerase eta (Homo sapiens), Q9Y253; Potency, µM (highest dose often 114 µM), for the others: at the highest dose activity change, negative = inhibition, hits mostly inhibitors; recombinant Pol eta, fluorescent DNA replication assay; note: potency is the fitted concentration of half-maximal effect; % is set by controls: 0 for no effect and ±100 for the full control effect
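Pol eta at 10 nM preincubated with compounds 15 min at room temperature; reaction started with fluorescent substrate (50 nM final) and read kinetically at 0 and 10 min.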
RXFP1 antagonist: qHTS Assay for Antagonists of the Relaxin Receptor RXFP1. hit rate 0.59% among 350,000. AID 1259400, 2018. HEK293-RXFP1, relaxin-stimulated cAMP HTRF, 30 min; stronger effect = lower value. Relaxin receptor 1 (Homo sapiens), Q9HBX9. activity change, negative = inhibition, % at 57.5 µM;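 active = activity change of -60% or lower, but not beyond a set lower limit; inconclusive = change between -60% and -40%, or beyond the set limit; inactive = change above -40%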; note: % is set by controls: 0 for no effect and ±100 for the full control effect
POLK inh: qHTS for Inhibitors of Polymerase Kappa. purified Pol kappa, fluorescent DNA synthesis assay, 10 min. Potency, µM (titrated, usually from 107 µM), without a hit: top-dose activity, negative = inhibition, usual class: inhibitors. hit rate 0.53% among 400,000. AID 588579, 2011; note: potency is the fitted concentration of half-maximal effect; % is set by controls: 0 for no effect and ±100 for the full control effect
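50 nM final substrate added after 15 min RT preincubation of 10 nM Pol kappa with compound; fluorescence read at 0 and 10 min.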
* = called active by the depositor; i = inactive; u = inconclusive; x = not tested or not shown; & = joins results of further samples; [ ] = remark or other dose. Unless noted, calls come from the whole dose curve; as a rule, active = well fitted curve in the direction sought with a large enough effect; inconclusive = small, poorly fitted or top-dose-only effect, or another doubt; inactive = no such curve, though single readings can be large; an effect the other way counts as inactive or inconclusive.

SMILES	Tb PGK inh	Pol beta inh	Apoferritin bind	APE1 inh	Pol iota inh	BLM inh	POLH inh	RXFP1 antagonist	POLK inh
COc1ccc(C(=O)NCCc2nnc(SCC(=O)Nc3ccccc3)n2C)cc1	-6%	14%	2%	2%	7%	-7%	-5%	-1	-9%
Cc1nn(Cc2ccc(C(=O)N3CCN(C(=O)c4ccco4)CC3)o2)c(C)c1[N+](=O)[O-]	6%	30%	-8%	15%	7%	-1%	-9%	11	-11%
O=C(ON=C1CCN(S(=O)(=O)c2ccccc2)CC1)c1ccccc1	-3%	1%	u	1%	35%[activator]	0%	-11%	-3	-18%
COc1cccc(OCCNCc2ccccc2)c1	-10%	-18%	0%	12%	49%[activator]	-3%	-5%	-13	3%
CC(CC(=O)O)CC1=NS(=O)(=O)c2ccccc2N1 (stereo not drawn)	i	1%	-4%	2%	7%	1%	-6%	-12	-16%
CCCCn1c(N)c(N(CCOC)C(=O)CSc2nc3ccc(C)cc3[nH]2)c(=O)[nH]c1=O	-4%	-3%	-6%	11%	12%	-2%	-4%	7	-16%
O=C(NNS(=O)(=O)c1ccccc1)c1ccc([N+](=O)[O-])cc1	i	25%	-9%	-12%	6%	-2%	-3%	-3	10%
Cc1cc(C)c(NC(=O)C2CC3CCC2C3)c(C)c1 (stereo not drawn)	-9%	13%	-17%	38%	1%	-1%	-8%	5	-15%
O=C(/C=C/c1ccc(F)cc1)OCC(=O)c1ccc[nH]1	5%	x	x	13%	22%	x	2%	0	-5%
CC(C)(C)C(=O)Nc1ccc(C(=O)CSc2nnc(C3CC3)n2C2CC2)cc1	-3%	x	x	5%	-8%	x	-7%	-9	2%
CCc1cc2cc(OC)ccc2nc1SCC(=O)Nc1cc(OC)c(OC)cc1C(=O)O	i	-6%	-5%	4%	-3%	-2%	25%	9	3%
COc1ccc(S(=O)(=O)N2CCCC(C(=O)NCc3ccccn3)C2)cc1Cl (stereo not drawn)	i[11.5 µM]	-1%	-1%	4%	-12%	1%	9%	12	-1%
C/C(=N\NC(=O)C1CC1(C)c1ccccc1)c1ccco1 (stereo not drawn)	9%	2%	-7%	1%	98%[activator]	-5%	-5%	8	-5%
CCCCCCCNC(=O)CC(NS(=O)(=O)c1ccc(NC(C)=O)cc1)C(C)C (stereo not drawn)	-2%	-1%	-9%	5%	-12%	-3%	-16%	-6	-15%
CC(=O)Nc1ccc2nc(NC(=O)COc3ccccc3)sc2c1	-9%	-3%	-13%	u	185%[activator]	-11%	-15%	-11	4%
CC(C)c1nc2ccc(Br)cn2c1NC1CCCC1	-3%	-1%	-10%	-5%	-2%	-1%	-14%	3	0%
O=C(Nc1ccccc1)c1ccc(S(=O)(=O)NCc2cccnc2)cc1	-2%	3%	-4%	47%	92%[activator]	-6%	-16%	4	-3%
CC1(C)CC2(CCO1)OC(=O)CC2C(=O)Nc1cccc2ccccc12 (stereo not drawn)	1%	-1%	-11%	2%	47%[activator]	-12%	-14%	3	-16%
CC1CCN(CCC(=O)Nc2nccs2)CC1	-7%	-2%	-2%	2%	-4%	-1%	-10%	-2	4%
CCOc1ccc(NC(=O)Cn2nc(-c3ccncc3)ccc2=O)cc1	-6%	2%	-14%	x	15%	2%	-15%	0	-14%[60.1 µM]

4 entries out of the list, sorted by molar mass, rising:
SMILES	Tb PGK inh	Pol beta inh	Apoferritin bind	APE1 inh	Pol iota inh	BLM inh	POLH inh	RXFP1 antagonist	POLK inh
Cc1cc(C)c(NC(=O)C2CC3CCC2C3)c(C)c1 (stereo not drawn)	-9%	13%	-17%	38%	1%	-1%	-8%	5	-15%
C/C(=N\NC(=O)C1CC1(C)c1ccccc1)c1ccco1 (stereo not drawn)	9%	2%	-7%	1%	98%[activator]	-5%	-5%	8	-5%
CC(C)c1nc2ccc(Br)cn2c1NC1CCCC1	-3%	-1%	-10%	-5%	-2%	-1%	-14%	3	0%
CCc1cc2cc(OC)ccc2nc1SCC(=O)Nc1cc(OC)c(OC)cc1C(=O)O	i	-6%	-5%	4%	-3%	-2%	25%	9	3%

(next part)
SMILES	Tb PGK inh	Pol beta inh	Apoferritin bind	APE1 inh	Pol iota inh	BLM inh	POLH inh	RXFP1 antagonist	POLK inh
COc1cc(/C=C2\SC(=S)N(NC(=O)c3ccccc3OC)C2=O)ccc1O	-23%	18µM*	3%	-16%	50µM*	u	u	-7	-20%
O=C1CCCN2N=C(SCC(=O)N3CCCCC3)SC2=N1	-6%	-10%	-11%	-1%	-13%	-7%	0%	-1	-4%
COc1ccc(CCNC(=O)c2ccc(CS(=O)(=O)Cc3cccc(C)c3)o2)cc1OC	-10%&-2%	-23%&26%	-7%&-7%	21%	u	-1%&2%	-19%&-23%	u	-1%
CCOC(=O)c1ccccc1NC(=O)c1sc2ncn(Cc3cccc(F)c3)c(=O)c2c1C	-4%	-2%	-14%	x	15%	-3%	-16%	-2	-19%[60.1 µM]
Cn1c(SCc2ccccc2C#N)nc2ccccc2c1=O	9%	6%	0%	-10%	23%	-8%	-26%	-14	-12%
CC(C(=O)N1CCCC1)N1CCN(S(=O)(=O)c2ccccc2)CC1 (stereo not drawn)	-9%	x	x	13%	4%	x	-2%	5	6%
CN(C(=O)CSc1nc2ccccc2n1Cc1ccccc1C#N)c1ccccc1	4%	10%	78%[activator]	x	-12%	-1%	-5%	x	-6%[60.1 µM]
Nc1cc2c(cc1Cl)-c1ccccc1C2=NO	-3%	x	x	x	-1%	x	-18%	-4	-25%
CCOc1ccc(-c2cc(NC(=O)Nc3ccccc3C(F)(F)F)c(C(=O)OC)s2)cc1	0%	6%	-1%	x	22%	-3%	-8%	-19	-10%
Cc1ccc(C)c(OCCCC(=O)Nc2ccccc2C(N)=O)c1	x	-2%	-17%	-6%	u	-12%	-10%	-3	-6%
C/C=C(/C)C(=O)O[C@@H]1c2c(ccc3ccc(=O)oc23)O[C@@H]1C(C)(C)OC(C)=O	i	-2%	-5%	u	10%	-3%	-1%	x	-3%
COc1cc(NC(=S)N2CCCC(C)C2)cc(OC)c1OC (stereo not drawn)	-7%	0%	-7%	-5%	7%	-6%	0%	-2	0%
COc1ccc(S(=O)(=O)N(CC(=O)NCCSc2ccccc2)c2ccc(C)cc2)cc1	i	-23%	151%[activator]	x	1%	-8%	-5%	1	-17%
Cc1cnc(CNc2nc(-c3ccc(C(=O)N(C)C)cc3)nc3ccccc23)cn1	x	x	-6%	-3%	x	4%	x	x	-2%[60.1 µM]
Cc1csc2ncnc(N3CCN(C(=S)Nc4ccc(C(F)(F)F)cc4)CC3)c12	-6%	-23%	1%	-2%	27%	-13%	u	-9	-2%
CC1(C)CC(=O)C=C(N2CCNCC2)C1	-5%	-11%	-6%	-1%	15%	-2%	3%	-1	-15%
Nc1c(-c2nc(-c3cccs3)no2)nnn1-c1cccc(Cl)c1	14%	-25%	2%	x	13%	0%	-13%	1	-7%[60.1 µM]
CCCN=C1N(CC)C[C@@H]2[C@@H]3C(=O)N(C)C(=O)[C@@H]3[C@](CC)(C(=O)OC)N12	-2%	x	x	3%	8%	x	-6%	x	-7%
CCOC(=O)c1ccccc1NC(=O)Cn1c(=O)n(Cc2nc(-c3ccccc3)no2)c(=O)c2ccccc21	-3%	1%	-5%	x	-8%	-3%	-6%	-11	-4%
O=c1cc(-c2ccc(O)c(O)c2)oc2ccccc12	x	x	9%	10%	x	-23%	x	x	14µM*
COC(=O)c1ccccc1NC(=O)CSc1nnc(-c2cccc(NC(C)=O)c2)n1C	-3%	23%	0%	2%	20%	2%	-8%	-10	-16%
CSc1ncccc1C(=O)OCC(=O)Nc1ccc(C)c(S(=O)(=O)N2CCOCC2)c1	-1%	x	x	-2%	68%[activator]	x	-7%	-13	-26%
Cc1c(C(N)=O)c(-c2ccccc2)nn1-c1ccccc1	5%	2%	0%	0%	-6%	3%	-6%	2	-3%
c1ccc(-c2nnc(SCc3nc4ccccc4[nH]3)o2)cc1	5%	13%	-12%	-4%	6%	0%	1%	-6	7%
CCCCSCCCNC(=O)Nc1cccc(OC)c1	1%[11.5 µM]	6%	u	7%	-2%	-4%	-10%	-10	-14%
CCNc1cc(Nc2c(C)n(C)n(-c3ccccc3)c2=O)c([N+](=O)[O-])c2nonc12	i	6%	2%	1%	74%[activator]	-2%	-12%	8	3%
CCN1C(=O)CC(NC2CCN(C(=O)c3ccc(F)cc3)CC2)C1=O (stereo not drawn)	-2%	2%	-2%	14%	40%[activator]	2%	-19%	2	-12%
Cc1nn(-c2ccccc2)c(C)c1-c1nnc(-c2c(C)nn(-c3ccccc3)c2C)o1	-8%	0%	-8%	u	72%[activator]	-6%	-14%	-9	5%
Cc1ccc2nc(Cl)c(CN(Cc3cccs3)C(=O)C3CC3)cc2c1	x	-23%	-17%	1%	-8%	-3%	4%	13	-1%
CCCNC(=O)C(Cc1cccc(Cl)c1)NC(=O)c1ccc(C#N)cc1 (stereo not drawn)	-5%	x	x	9%	11%	x	-3%	x	-6%
N#Cc1c2n(c3c(=O)[nH]cnc13)CCCC2	-13%	-2%	-6%	-3%	1%	1%	-3%	-6	2%
CCOC(=O)C1CCCN(C(=O)c2cnn3c(C(F)F)cc(-c4ccc(C)cc4)nc23)C1 (stereo not drawn)	2%	6%	-9%	-9%	9%	-17%	-23%	3	-14%
CCc1cccc(C)c1NC(=O)COC(=O)C1CC(=O)N(CCc2ccc(OC)c(OC)c2)C1 (stereo not drawn)	-8%	x	x	-2%	17%	x	-17%	-13	-6%
CCCCn1c(N)c(N(CCOC)C(=O)CN2C(=O)NC3(CC(C)CC(C)(C)C3)C2=O)c(=O)[nH]c1=O (stereo not drawn)	0%	x	x	x	u	x	0%	7	-6%

From PubChem

A portion of the library; the hit share may differ from the screen's.
